NPY1 pot ag: potentiates or activates human NPY-Y1 receptor; NPY-Y1 expressing cells, potentiator/agonist activation; activation, % at 3.6 µM; 220,000 tested, 0.37% active; AID 1304; in the data active means activation above about 33%, passing the limit was not always enough;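 further: cells stimulated with NPY at EC10 then isoproterenol at EC100; 0% = low agonist plus stimulus and 100% = saturating agonist plus stimulus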
Target sequence (P25929 whole entry, looked up): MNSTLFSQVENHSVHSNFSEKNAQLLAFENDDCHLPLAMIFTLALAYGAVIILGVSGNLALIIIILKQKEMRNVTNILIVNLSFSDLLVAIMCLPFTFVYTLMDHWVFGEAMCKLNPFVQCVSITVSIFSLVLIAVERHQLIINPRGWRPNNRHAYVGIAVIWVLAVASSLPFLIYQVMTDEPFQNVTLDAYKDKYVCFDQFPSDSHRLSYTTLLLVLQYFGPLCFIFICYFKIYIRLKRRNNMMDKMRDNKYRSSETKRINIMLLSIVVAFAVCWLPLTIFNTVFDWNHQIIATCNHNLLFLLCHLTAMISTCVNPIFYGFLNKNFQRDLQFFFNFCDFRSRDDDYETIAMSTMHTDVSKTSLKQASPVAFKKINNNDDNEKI
NPY-Y1 antag: NPY-Y1 (human) receptor antagonism; HEK293-CNG Y1 cells, membrane potential fluorescence; NPY at EC95, then isoproterenol; 200,000 tested, 1% active; inhibition, % at 3.6 µM;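 active means inhibition above the campaign mean inhibition of all tested compounds plus 3 SD, cut at about 20% in these data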;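 further: 0% = DMSO wells given NPY plus isoproterenol and 100% = isoproterenol alone without NPY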
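Assay system: HEK293 cells with Y1 receptor plus CNG channel | Probe or stimulus: NPY (25 nM), isoproterenol (1 µM), Ro 20-1724 (25 µM) | Timing: Compound incubation 1 h at room temperature, readout 45 min post-stimulation | Measured by: Membrane-potential fluorescent dye readout | Benchmarks: High control isoproterenol alone, low control NPY with isoproterenol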
CHOP inh: inhibitors of CHOP induction in ER stress response; AID 2732; 220,000 tested, 3.8% active; CHO-K1 CHOP-promoter luciferase, tunicamycin-induced, 15-18 h; inhibition, % at 10 µM;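 active means compounds that reduced the stress-induced luciferase reporter signal by more than about 70% of percent inhibition, limit read from the data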;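 further: 0% = tunicamycin plus vehicle and 100% = wells without tunicamycin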
TRPN1 ag: activates the zebrafish TRPN1 channel | HEK293 zebrafish TRPN1-YFP, Fluo-8 calcium fluorescence; 100% = response to 87 µM carbachol | 220,000 tested, 0.18% active | AID 1424 | activation, % at 3 µM;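 active means activation above its plate's cutoff, the mean activation of test wells on that plate plus 3 SD, cut at about 19% in these data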;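 further: 0% = DMSO alone and 100% = 87 µM carbachol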
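Material – zebrafish TRPN1-YFP in HEK293 cells · Doses – 3 µM single point · Schedule – dye 1 h 37 °C plus 30 min RT · Signal – Fluo-8 calcium fluorescence, excitation 470-495 nm, emission 515-575 nm · Read-out – % activation versus carbachol response · Control set – carbachol high, DMSO low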
S1P4 agonist: human S1P4 receptor agonism. O95977. S1P4-expressing cell line, agonist reporter assay. activation, % at 4.98 µM. 220,000 tested, 0.35% active. AID 1509; in the data active means activation above about 11%;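 further: 0% = DMSO vehicle and 100% = reference agonist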
NPY-Y2 PAM-ag: potentiates or activates human NPY-Y2 receptor; AID 1359; activation, % at 3.6 µM; cells expressing NPY-Y2, potentiator/agonist read-out; 220,000 tested, 0.45% active; in the data active means activation above about 27%;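 further: cells stimulated with NPY near EC25 plus isoproterenol at EC100; 0% = vehicle plus submaximal agonist and 100% = vehicle plus saturating agonist; some results beyond the cut were filed as inactive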
S1P4 antagonist: human S1P4 receptor antagonism; O95977; S1P4-expressing cells, antagonist mode, reporter read-out; inhibition, % at 4.98 µM; 220,000 tested, 0.26% active; AID 1510; in the data active means inhibition above about 29%;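 further: 0% = wells stimulated with agonist and 100% = vehicle wells without agonist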
TRPML3 agonist: agonists of human TRPML3 channel. Q8TDD5. HEK293 TRPML3-YFP, Fluo-8 calcium fluorescence; 100% = the carbachol control signal. activation, % at 3 µM. 220,000 tested, 0.29% active. AID 1448;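 active means activation above its plate's cutoff, the mean activation of the plate's test wells plus 3 SD, cut at about 12% in these data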;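 further: 0% = DMSO only wells and 100% = carbachol wells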
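system = HEK293 cells stably carrying human TRPML3-YFP | doses = one concentration, 3 µM nominal, 0.3% DMSO | timing = dye loading 1 h 37 °C then 30 min ambient, 125 s read | detection = Fluo-8 calcium dye fluorescence, ex 470-495, em 515-575 nm | benchmarks = high control carbachol 87 µM, low control DMSO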
EP2 mod: modulators of human EP2 prostaglandin E2 receptor; EP2-expressing cells, cAMP HTRF FRET, PGE2 co-stimulation; induction, % at 25 µM; 260,000 tested, 0.83% active;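 active means compounds whose cAMP rise, as percent of the full-agonist control response, exceeds 60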;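 further: rat C6 glioma line stably carrying human EP2 under a CMV promoter; the protocol text gives 20 µM as final concentration; 100% = response of wells given 1 µM PGE2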
Target sequence (P43116 whole entry, looked up): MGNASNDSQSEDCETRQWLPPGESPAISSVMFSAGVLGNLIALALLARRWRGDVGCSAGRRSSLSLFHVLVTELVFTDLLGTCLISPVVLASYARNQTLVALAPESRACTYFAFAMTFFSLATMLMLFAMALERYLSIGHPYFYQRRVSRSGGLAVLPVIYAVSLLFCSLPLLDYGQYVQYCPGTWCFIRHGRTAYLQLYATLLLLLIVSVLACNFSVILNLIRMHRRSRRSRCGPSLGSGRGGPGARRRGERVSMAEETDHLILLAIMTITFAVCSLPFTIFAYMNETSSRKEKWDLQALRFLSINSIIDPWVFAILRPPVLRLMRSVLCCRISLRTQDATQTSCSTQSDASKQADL
* marks the source's active call; other numbers are inactive results; / = not tested or not shown; & = joins results of further samples.

Screens in order: NPY1 pot ag	NPY-Y1 antag	CHOP inh	TRPN1 ag	S1P4 agonist	NPY-Y2 PAM-ag	S1P4 antagonist	TRPML3 agonist	EP2 mod
CCOC(=O)N1CCN(CCC(=O)Nc2cc(OC)ccc2OC)CC1
    6.8	1.3	-3.4	-0.3	2.3	-3.3	-12.7	0.9	-3.0
Cc1ccc(N2C(=O)c3cccc4c(Oc5ccccc5[N+](=O)[O-])ccc(c34)C2=O)c(C)c1
    -14.5	-6.1	41.7	1.1	-1.0	6.4	-7.5	0.4	-8.3
CC(=O)c1cnn(-c2c(Cl)cc(Cl)cc2Cl)c1C
    10.1	/	4.0	-1.4	6.6	4.4	-5.3	-0.8	5.1
CCCCC(=O)Nc1ccc(C(=O)c2ccccc2)cc1
    -8.3	9.6	-2.4	-1.1	-1.3	-12.2	-5.6	-1.5	-3.9
CCN(c1cccc(C(F)(F)F)c1)S(=O)(=O)c1ccc2c(c1)CCN2C(C)=O
    -9.1	-4.6	28.2	3.7	1.4	5.2	-20.1	1.2	2.2
Cc1cc(NC(=O)c2c(Cl)cnn2C)no1
    1.1	7.0	-5.6	-1.8	0.9	-5.1	-3.3	0.5	-7.4
COc1ccc(CCNCC(=O)Nc2ccc(C)c(S(=O)(=O)N(C)C)c2)cc1
    -9.4	4.2	17.5	-1.4	1.7	-2.1	-23.3	0.4	-50.0
COc1cc(CC(=O)Oc2ccc3c(c2)OCO3)cc(OC)c1OC
    3.1	-4.9	-4.6	-1.6	-0.3	22.1	-9.2	-0.3	-9.2
CCOC(=O)N1CCN(C(=O)c2ccc(S(=O)(=O)NCc3ccco3)cc2)CC1
    11.8	-3.1	24.5	1.7	0.6	-3.1	-23.5	0.8	-34.2
C=CCn1c(SC)nnc1-c1cccc([N+](=O)[O-])c1
    -21.7	-4.0	13.6	0.6	-0.6	-2.9	-8.5	0.3	25.2
CN1CCN(CCC(=O)Nc2cccc(F)c2)CC1
    -6.1	-3.7	-6.3	-1.2	-0.8	0.2	8.9	0.8	-5.2
CCC(C)NC(=O)CSc1ncnc2sccc12 (stereo not drawn)
    19.7	0.7	-2.7	-0.7	-1.9	-1.8	-4.8	-0.6	-2.9
O=S(N1CCCCCC1)C12CC3CC(CC(C3)C1)C2 (stereo not drawn)
    9.8	2.0	58.5	-0.3	-0.8	5.6	1.3	0.8	31.9
Cc1[nH]n(-c2ccc(Cl)c(Cl)c2)c(=O)c1CCO
    22.7	-8.7	19.9	1.4	0.7	2.4	-11.6	1.0	-2.0
O=C(NC1CCCCC1)C12CC3CC(C1)CC(n1cncn1)(C3)C2
    -7.3	-0.1	21.4	-0.5	0.7	8.1	-17.7	-0.1	-33.4
CCc1ccccc1N(C1=NCCCS1)S(=O)(=O)c1ccc(C(C)(C)C)cc1
    -5.2	-1.8	0.2	2.6	-0.6	12.0	8.7	0.6	49.5
CCN1C/C(=C\c2cccc([N+](=O)[O-])c2)C(=O)/C(=C/c2cccc([N+](=O)[O-])c2)C1
    0.1	-2.8	108.1*	1.3	0.0	3.5	0.0	0.5	-70.4
CCN(CC)C(c1ccc(F)cc1)c1nnnn1C1CCCCC1 (stereo not drawn)
    0.6	8.9	-3.9	-1.1	1.3	11.5	-17.7	-1.1	6.2
CCOC(=O)c1ccc(-c2cccc(C(F)(F)F)c2)nc1C
    -7.1	5.8	41.0	0.6	2.8	3.2	-8.6	0.4	19.5
COc1ccc(Nc2ccc(S(=O)(=O)N3CCCCC3)cc2[N+](=O)[O-])cc1OC
    1.6	1.1	17.4	1.2	1.9	3.9	-12.6	0.2	-1.2
O=C(c1cccc(F)c1)N(Cc1nc2ccccc2c(=O)[nH]1)C1CCCC1
    16.5	4.0	8.8	-2.6	-0.2	18.7	-6.8	-0.3	40.0
C/C(Nc1ccc(F)cc1)=C(/C#N)C(N)=O
    10.0	0.5	-4.8	1.0	-1.1	8.3	0.8	0.2	12.9
COc1nnc(-c2ccc(C(=O)N3C[C@@H]4C[C@H](C3)c3cccc(=O)n3C4)cc2)c2ccccc12
    6.4	-3.8	-7.0	1.7	0.6	4.7	-6.0	0.5	4.8
COc1ccc(C2C(C(N)=O)=C(C)Nc3ncnn32)cc1 (stereo not drawn)
    3.9	1.1	22.4	1.6	-0.2	14.1	-4.0	0.6	24.9
CC1CCN(C(=O)COC(=O)c2ccccc2NC(=O)c2ccco2)CC1
    1.4	5.4	3.0	-1.3	-0.1	2.0	-19.3	-0.3	-12.3
COc1cc(OC)cc(C(=O)NCC(=O)OCC(=O)Nc2cc(S(C)(=O)=O)ccc2Cl)c1
    -13.7	/	-0.9	0.6	1.7	-1.6	11.6	0.4	8.1
CCOC(=O)COc1cc(N2C(=O)CSCC2=O)c(Cl)cc1Cl
    -6.0	-0.4	-11.6	1.0	1.5	-25.1	-5.4	0.0	-1.0
Cc1ccc2c(c1)nnc1nnc(SCC(=O)O)n12
    20.4	/	3.1	0.8	0.7	-6.9	6.7	1.6	36.0
COc1ccc(C(=O)CSc2n[nH]c(C)n2)cc1[N+](=O)[O-]
    5.5	0.8	-8.6	-0.6	-1.4	-21.3	0.1	-0.5	-4.6
CCOC(=O)NC(=O)CSc1nnc(C)s1
    0.3	-2.2	45.4	0.3	-1.3	-10.0	-6.4	0.4	22.0
CSc1ccccc1NC(=O)CN(C)CC(=O)Nc1ccccc1F
    -1.5	8.0	14.2	-0.1	0.8	4.1	-3.1	1.4	24.5
CCOC(=O)C1=C(C)N=C2SCCC(=O)N2C1c1cccs1 (stereo not drawn)
    11.9	-3.0	-1.2	-1.7	-0.5	-7.1	-10.0	-1.3	15.3&18.6
O=C1c2ccccc2C(=O)C1c1ccccc1
    0.3	0.0	4.4	-0.9	0.4	-0.5	4.9	0.0	33.5&30.5
COc1cc(/C=C2\SC(=S)N(CCC(=O)Nc3ccccc3)C2=O)cc(OC)c1OC
    16.1	-0.4	6.7	1.8	0.8	8.0	-14.4	0.7	21.9&7.9
O=C(CCN1CCCCC1)N=Nc1c(O)[nH]c2ccccc12
    5.2	3.9	6.7	0.8	-2.0	6.5	3.7	0.5	-15.4
COc1ccc(C(=O)N2CCCC2)cc1S(=O)(=O)N1CCC(C)CC1
    -3.8	-0.3	11.0	0.6	-0.7	6.1	-8.6	0.6	3.6
O=C(CCn1c(=O)c2sccc2n(CC(=O)OCc2ccccc2)c1=O)NCc1ccco1
    -7.5	10.7	16.5	0.4	-0.6	-4.4	-15.7	1.1	-5.7
COc1ccc(NC(=O)CSc2ncn[nH]2)c([N+](=O)[O-])c1
    -24.7	2.9	7.3	-0.9	-1.2	3.1	-10.6	-0.2	0.5
CCOC(=O)c1cccc(NC(=O)Cn2cc3c(n2)CCC(C)C3)c1 (stereo not drawn)
    -26.0	1.1	82.6*	-0.9	-0.6	-16.4	-21.1	-0.2	-55.8
CCOc1cc(NC(=O)c2cccs2)c(OCC)cc1NC(=O)c1cccnc1
    -17.0	-2.5	-30.4	1.8	-0.2	-3.6	-11.6	1.6	-27.9&-50.8
CSc1nc(C)c(CCOC(=O)c2cccc(Cl)c2)c(=O)[nH]1
    -28.5	4.0	-12.2	-0.3	-4.5	-15.4	-8.6	0.1	4.6
O=C1CC(c2ccccc2)CC(O)=C1C=NCCN1CCNCC1 (stereo not drawn)
    -1.4	1.6	94.8*	0.6	0.6	1.8	0.9	-0.3	10.7
COC(=O)CC1Oc2ccccc2N(Cc2ccccc2)C1=O (stereo not drawn)
    13.9	-4.0	19.6	-1.8	0.3	0.1	0.6	-0.3	33.6
Cc1ccccc1NC(=O)CSCCN1C(=O)c2ccccc2C1=O
    -1.4	-4.9	2.8	0.8	2.8	2.9	-8.2	0.5	-2.3
CCC(C(=O)NC1CCCC1)n1c(SCc2cccc(C)c2)nc2ccncc21 (stereo not drawn)
    -11.2	3.8	-1.4	0.6	1.6	0.4	-5.6	0.2	-0.9
Cc1c(OCC(=O)NC(Cc2c[nH]c3ccc(O)cc23)C(=O)O)ccc2c3c(c(=O)oc12)CCC3 (stereo not drawn)
    -2.2	/	19.4	1.8	-1.7	6.3	-2.2	1.2	37.2
Cc1ccc(C(=O)NNC(=S)NC(=O)COc2ccccc2)cc1
    -4.2	9.8	30.6	0.1	-5.7	1.9	-14.8	-0.2	-55.4
Cc1ccc(S(=O)(=O)CCC(=O)OCn2nnc3ccccc3c2=O)cc1
    -4.4	-0.5	3.4	0.5	-0.2	-7.5	-9.1	1.1	25.4
COC(C(=O)Nc1ccc(S(=O)(=O)Nc2ccc(C)c(C)c2)cc1)c1ccccc1 (stereo not drawn)
    13.5	-3.8	18.7	1.8	0.6	21.6	-12.7	1.6	-54.6
CCOC(=O)CSc1nnc(NC(=O)c2cc([N+](=O)[O-])cc([N+](=O)[O-])c2)s1
    8.3	11.2	25.0	0.7	1.1	8.0	7.9	-0.1	-4.7

Additional entries.
Screens in order: NPY1 pot ag	NPY-Y1 antag	CHOP inh	TRPN1 ag	S1P4 agonist	NPY-Y2 PAM-ag	S1P4 antagonist	TRPML3 agonist	EP2 mod
Cc1cccc(N2CCN(C(=S)Nc3ccc4nc(N5CCOCC5)cc(C)c4c3)CC2C)c1 (stereo not drawn)
    -0.4	-7.7	87.9*	-1.0	0.1	2.7	-7.6	0.6	-37.4
CC1(C)CC(=O)C(C(C2=C(O)CC(C)(C)CC2=O)c2ccc(Cl)c([N+](=O)[O-])c2)C(=O)C1 (stereo not drawn)
    7.3	0.9	-18.1	-0.1	-0.6	2.3	0.0	-1.0	-21.4
CN1CCN(C(=S)NC(CC(=O)c2ccccc2)c2ccccc2)CC1 (stereo not drawn)
    0.8	/	1.3	0.5	1.7	1.5	5.8	0.0	-19.3
COc1ccc2c(c1)c(=O)oc1cc(OCC(=O)N3CCc4ccccc4C3)ccc12
    17.1	7.7	20.4	0.5	-0.3	-3.2	12.2	0.2	7.4
O=C(NCc1ccccc1)C(Cc1ccccc1)NS(=O)(=O)c1cccc2nsnc12 (stereo not drawn)
    -2.8	-4.5	-13.2	-0.8	-3.0	-4.4	-1.0	-0.4	10.7
Cc1cc(C)c(C(=O)N2CCCC(C(=O)c3cc(F)ccc3F)C2)o1 (stereo not drawn)
    3.3	1.8	15.4	-1.6	0.1	6.4	6.8	0.4	7.4
CCOc1cc(S(=O)(=O)N2CCCC2)c(C)cc1C
    -17.4	8.0	-6.0	-2.9	-0.7	14.2	-1.8	1.0	-5.2
COc1ccc(CCCc2nnc(SCC(=O)Nc3cccc(C)c3)o2)cc1
    12.6	0.0	34.5	0.3	-1.4	3.7	-17.4	1.3	-14.1
CC(C)(CS(=O)(=O)[O-])NC(=O)CC[N+](C)(C)CCO
    -1.4	2.5	23.0	-0.9	-0.3	-3.2	-28.0	0.3	7.2

Screening results: PubChem, several laboratories
